# GluA2 TARP mod – modulates AMPAR-stargazin complexes; O88602+P19491; HEK293 GluA2+stargazin, membrane potential dye (FDSS), glutamate EC50; hits were called plate by plate, in both directions; calls only at 30 µM; 40,000 tested, 3.5% active;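 active means any of four per-well response measures lying three or more SD from its plate-wide compound average, in either direction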
# Target sequence (O88602 whole entry, looked up): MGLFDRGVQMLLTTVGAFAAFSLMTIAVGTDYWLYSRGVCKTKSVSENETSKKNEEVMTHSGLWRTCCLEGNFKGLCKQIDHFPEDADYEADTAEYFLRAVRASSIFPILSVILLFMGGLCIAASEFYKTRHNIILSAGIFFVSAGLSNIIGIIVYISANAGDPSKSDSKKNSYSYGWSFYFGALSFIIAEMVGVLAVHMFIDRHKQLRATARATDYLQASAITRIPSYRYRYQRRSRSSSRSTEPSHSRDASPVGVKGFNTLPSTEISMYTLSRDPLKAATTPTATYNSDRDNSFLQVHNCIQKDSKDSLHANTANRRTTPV
# Target sequence (P19491 whole entry, looked up): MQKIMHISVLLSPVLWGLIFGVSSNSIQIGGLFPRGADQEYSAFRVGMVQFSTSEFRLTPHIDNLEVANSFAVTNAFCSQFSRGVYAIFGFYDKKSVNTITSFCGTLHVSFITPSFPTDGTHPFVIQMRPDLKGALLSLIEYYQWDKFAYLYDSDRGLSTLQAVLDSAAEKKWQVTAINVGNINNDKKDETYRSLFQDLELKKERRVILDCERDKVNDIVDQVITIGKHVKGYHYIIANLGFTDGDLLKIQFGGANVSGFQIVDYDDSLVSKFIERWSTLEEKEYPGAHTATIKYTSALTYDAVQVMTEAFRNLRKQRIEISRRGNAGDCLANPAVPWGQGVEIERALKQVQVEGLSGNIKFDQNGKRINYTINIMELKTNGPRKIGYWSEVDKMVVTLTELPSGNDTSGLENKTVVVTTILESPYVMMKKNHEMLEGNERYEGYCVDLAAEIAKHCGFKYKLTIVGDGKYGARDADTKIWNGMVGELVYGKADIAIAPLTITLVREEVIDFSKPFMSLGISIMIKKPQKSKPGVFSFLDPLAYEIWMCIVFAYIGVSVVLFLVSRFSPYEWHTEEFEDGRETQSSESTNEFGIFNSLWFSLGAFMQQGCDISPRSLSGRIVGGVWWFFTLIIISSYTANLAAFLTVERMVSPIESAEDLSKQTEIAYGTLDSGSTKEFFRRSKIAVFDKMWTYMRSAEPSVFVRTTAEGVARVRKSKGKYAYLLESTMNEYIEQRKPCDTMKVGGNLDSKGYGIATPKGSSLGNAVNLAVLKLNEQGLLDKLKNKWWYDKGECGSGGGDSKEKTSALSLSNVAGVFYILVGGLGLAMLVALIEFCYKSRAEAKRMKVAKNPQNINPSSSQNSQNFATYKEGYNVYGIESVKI
# GluA2 TARP mod agonism max-min – further read-out of GluA2 TARP mod, marked with its call; compound max-min signal; compound-alone response (agonism);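 unitless range of fluorescence divided by baseline over first 100 seconds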
# GluA2 TARP mod glutamate slope – further read-out of GluA2 TARP mod, marked with its call; glutamate slope, % of max; measured here: glutamate response slope, % max;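 scaled per plate between vehicle wells and maximal 1 mM glutamate control wells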
# An asterisk follows results filed as active; i = inactive; + = active, no number. The list is partial. The share of hits here may be higher or lower than overall.
SMILES,GluA2 TARP mod,GluA2 TARP mod agonism max-min,GluA2 TARP mod glutamate slope
COc1ccc(S(=O)(=O)N2CCOC2CNC(=O)C(=O)NCCCN2CCOCC2)cc1OC (configuration not stated),i,0.046,59
COc1ccc(N2CCn3c2nc2c3c(=O)n(C/C=C(/C)Cl)c(=O)n2C)cc1,i,0.076,55
CC(C)NC(=O)c1ccc2c(=O)n(CC3CCCO3)c(SCc3ccc(Cl)cc3)nc2c1 (configuration not stated),i,0.08,52
CCCCN(C1CCS(=O)(=O)C1)S(=O)(=O)c1ccc(OC)c(OC)c1 (configuration not stated),i,0.11,68
CC(C)(C)c1ccc(C(=O)Nn2cnc3c(cnn3C(C)(C)C)c2=O)cc1,i,0.066,62
Cn1nc(C2CCCN(C(=O)c3ccc4nsnc4c3)C2)n(-c2ccccc2)c1=O (configuration not stated),i,0.1,58
CC(=O)Nc1ccc(S(=O)(=O)NCC2CCN(c3ccccn3)CC2)cc1,i,0.12,58
O=C(Nc1ccc(F)cc1)N1CCC(CNC(=O)C2(c3cccs3)CCCC2)CC1,i,0.045,55
CN1CCN(c2nnnc3c2cnn3-c2ccccc2)CC1,i,0.13,45
O=C(c1ccc(=O)[nH]n1)N1CCC(Cn2cnc3ccccc32)CC1,i,0.16,61
COc1ccccc1NC(=O)c1cc(S(=O)(=O)N2CCCCC2)ccc1F,i,0.07,66
O=C(CSc1nnc2c(=O)n(-c3ccc(F)cc3)ccn12)NCC1CCCO1 (configuration not stated),i,0.025,28

# Reprinted at random: three records from the list, in no set order.
SMILES,GluA2 TARP mod,GluA2 TARP mod agonism max-min,GluA2 TARP mod glutamate slope
O=C(CSc1nnc2c(=O)n(-c3ccc(F)cc3)ccn12)NCC1CCCO1 (configuration not stated),i,0.025,28
O=C(Nc1ccc(F)cc1)N1CCC(CNC(=O)C2(c3cccs3)CCCC2)CC1,i,0.045,55
COc1ccccc1NC(=O)c1cc(S(=O)(=O)N2CCCCC2)ccc1F,i,0.07,66

# (list continues)
SMILES,GluA2 TARP mod,GluA2 TARP mod agonism max-min,GluA2 TARP mod glutamate slope
CCCN1C(SCC(=O)Nc2ccccc2OC)=NS(=O)(=O)c2ccccc21,i,0.095,56
COc1ccc(-c2ccc(=O)n(CCCC(=O)Nc3ccc(C(N)=O)cc3)n2)cc1OC,i,0.049,42
O=C(Cn1c2c(c(=O)n(C3CCCCC3)c1=O)CCC2)Nc1nc2ccccc2s1,i,0.16,54
CNC(=O)c1c(NC(=O)CCSc2ccc(OC)cc2)sc(C)c1C,i,0.092,56
CCOc1ccc(C(=O)Nc2ccc3c(c2)CCC(=O)N3C)cc1,i,0.096,63
O=C(NCCNC(=O)c1ccc(NC(=O)C2CCCC2)cc1)Nc1ccc(F)c(F)c1,i,0.07,47
O=C(Cn1cnc2ccccc21)N1CCN(Cc2nc(-c3ccc(F)cc3)cs2)CC1,i,0.13,51
COc1ccc(N2CCN(C(=O)CCCCn3c(=O)[nH]c4cc(OC)c(OC)cc4c3=O)CC2)cc1,i,0.11,60
O=C(c1cncc(Br)c1)N1CCN(c2ccc(-c3ccco3)nn2)CC1,i,0.039,21
Cc1ccc2nc3c(c(Nc4ccc(O)cc4)c2c1)CCC3,i,0.1,2
CN1CCC(CNC(=O)C(=O)NC2CCCCCC2)CC1,i,0.083,57
O=C(Cn1cnc(-c2ccccc2)cc1=O)N1CCN(CCc2ccccc2)CC1,i,0.08,56
COc1cn2c(cc1=O)C(=O)N(CCNC(=O)CC(C)(C)C)CC2,i,0.088,61
Cc1ccc(OCC(=O)NCC(c2cccc3ccccc23)N2CCOCC2)cc1 (configuration not stated),i,0.072,106
CN(Cc1cc(=O)[nH]c2ccccc12)C(=O)C1COc2ccccc2O1 (configuration not stated),i,0.081,55
CCC(=O)Nc1ccc(S(=O)(=O)NCC2CCN(Cc3ccccc3)CC2)c(C)c1,i,0.064,63
CN(C)CCSc1ccc(NC(=O)c2cccc(F)c2)nn1,i,0.13,49
COc1ccc(NC(=O)c2cc(N3C(=O)CCS3(=O)=O)ccc2Cl)cc1OC,i,0.12,91
Cc1ccc(C(=O)OCc2nc3ccccc3s2)cc1,i,0.092,67
CCN1C(=O)CCc2cc(NC(=O)c3cccc(OC)c3)ccc21,i,0.079,56
COc1ccc(-c2ccc(=O)n(CCNS(=O)(=O)c3ccc(F)c(C(F)(F)F)c3)n2)cc1,i,0.056,5
c1csc(C2=NN=C(N3CCNCC3)SC2)c1,i,0.035,48
COc1ccccc1N1CCN(S(=O)(=O)c2cc(C(=O)Nc3ccc(Cl)c(Cl)c3)ccc2F)CC1,i,0.13,64
COc1ccc(S(=O)(=O)N2CCCCC2CC(=O)NC2CCCCC2)cc1 (configuration not stated),i,0.025,50
CCc1nnc2c(=O)n(-c3cccc4ccccc34)ccn12,i,0.053,50
COc1ccc(-n2nc3c(c2NC(=O)C(=O)NCc2cccs2)CS(=O)(=O)C3)cc1,i,0.073,52
CNC(=O)C1Cc2ccccc2N1S(=O)(=O)c1ccc(NC(C)=O)cc1 (configuration not stated),i,0.051,38
CCn1nc(C)cc1C(=O)Nc1nnc(-c2ccc(C)cc2C)o1,i,0.17,54
O=C(Nc1ccc2c(c1)OCCO2)c1ccc(S(=O)(=O)c2ccc(Cl)cc2)nc1,i,0.048,38
O=c1[nH]cc(S(=O)(=O)N2CCc3ccccc3C2)c(=O)[nH]1,i,0.1,67
COc1cc(N2CCN(C(=O)Nc3ccc4c(c3)OCCO4)CC2)nc(OC)n1,i,0.1,64
CC(CO)(CO)NC(=O)C1COCC(=O)N1Cc1ccccc1 (configuration not stated),i,0.06,47
O=S(=O)(NCC#CCN1CCc2ccccc2C1)c1cccc2cccnc12,i,0.056,57
Cc1nn(C(C)(C)C)c(OC(=O)c2c(F)cccc2F)c1S(=O)(=O)c1ccccc1,i,0.081,85
CC(C)(C)n1nc2c(c1-n1cccc1)CN(C(=O)c1cc(-c3cccs3)[nH]n1)C2,i,0.082,59
CCc1nc(N2CCN(C)CC2)c2oc3ccccc3c2n1,+,0.22*,59*

# 4 compounds from above, sorted by length of the SMILES, ascending.
SMILES,GluA2 TARP mod,GluA2 TARP mod agonism max-min,GluA2 TARP mod glutamate slope
CC(CO)(CO)NC(=O)C1COCC(=O)N1Cc1ccccc1 (configuration not stated),i,0.06,47
CCn1nc(C)cc1C(=O)Nc1nnc(-c2ccc(C)cc2C)o1,i,0.17,54
O=c1[nH]cc(S(=O)(=O)N2CCc3ccccc3C2)c(=O)[nH]1,i,0.1,67
COc1ccc(-n2nc3c(c2NC(=O)C(=O)NCc2cccs2)CS(=O)(=O)C3)cc1,i,0.073,52

# Next part
SMILES,GluA2 TARP mod,GluA2 TARP mod agonism max-min,GluA2 TARP mod glutamate slope
Cc1ccc(S(=O)(=O)N2CCC(C(=O)Nc3cccc4c3C(=O)N(C)C4=O)CC2)cc1,i,0.15,48
CCOc1ccc2ccccc2c1C(=O)NC1CCCC(O)C1 (configuration not stated),+,0.068*,66*
COc1nn(C)cc1C(=O)NCCN1CCC(c2cccs2)CC1,i,0.086,48
Cc1nc(C)n(CC(O)COc2ccc3c(c2)CCC3)n1 (configuration not stated),i,0.06,46
CCn1c(SCC(=O)Nc2cccc(C(F)(F)F)c2)nnc1-c1cn(C)nc1OC,i,0.11,61
COc1ccc(NC(=O)C(=O)NCCC2CCCCN2S(=O)(=O)c2ccccc2)cc1 (configuration not stated),i,0.11,71
O=C(NCC1(c2ccccc2)CCOCC1)c1cc(Cl)ccc1Cl,i,0.06,61
CS(=O)(=O)N1CCCC1C(=O)Nc1sc2c(c1C(N)=O)CCC2 (configuration not stated),i,0.13,58
O=C(c1cccs1)N1CCN(c2ccc(Nc3cccnc3)nn2)CC1,i,0.4,37
O=C(NCC1CCN(C(=O)c2cc3ccccc3o2)CC1)c1ccc(Cl)s1,+,0.059*,58*
CCSc1ccc(CC(=O)Nc2ccc(OC)cc2[N+](=O)[O-])cc1,i,0.15,43
COc1ccc(C(=O)Nc2cc3c4c(c2)CCN4C(=O)CC3)cc1,+,0.15*,65*
COc1ccc(-n2nnc(C(=O)OCc3nc(-c4ccccc4C)oc3C)c2C)cc1,i,0.073,55
O=C(NCC1(c2cccs2)CCCC1)c1ccc(F)cc1Cl,i,0.049,55
O=C(Cn1nc(-c2ccccc2)ccc1=O)Nc1nccs1,i,0.078,50
CCOC(=O)N1CCN(CC(O)COc2ccc(-c3ccccc3)cc2)CC1 (configuration not stated),i,0.074,49
COc1ccc(Cl)cc1NC(=O)C(=O)NCCc1c[nH]c2ccccc12,i,0.085,48
O=C(CSCc1ccccc1)NCCc1csc(-c2ccc(F)cc2)n1,i,0.077,44
Cc1ccc(S(=O)(=O)Nc2nc(CCC(=O)Nc3cccc(Cl)c3)cs2)cc1,+,0.11*,43*
COc1ccccc1CNC(=O)Cc1cc(-c2cc3ccccc3o2)on1,i,0.07,46
CCN=C1SC(CC(=O)NC(C)c2ccccc2)C(=O)N1CC (configuration not stated),i,0.028,33
CS(=O)(=O)N1CCCc2cc(NC(=O)Cc3ccc(Cl)cc3)ccc21,i,0.16,54
CC(C)c1ccccc1OCCOCC(O)CN1CCN(C)CC1 (configuration not stated),i,0.084,60
CC(=O)N1CCc2c(sc(NC(=O)c3ccc4c(c3)OCCO4)c2-c2nc3ccccc3s2)C1,i,0.13,58
COCCn1nnn(-c2ccc(NC(=O)CCSc3ccccc3)cc2)c1=O,i,0.14,52
O=C(NCC(O)c1ccc(C(F)(F)F)cc1)Nc1ccc2c(c1)OCO2 (configuration not stated),i,0.15,44
CCOC(=O)C1=C(C)NC(C)=C(C(=O)OCC)C1c1ccc(Cl)cc1,i,0.17,62
Cc1cnc2c(c1N1CCC(O)CC1)c(=O)n(C)c(=O)n2C,i,0.1,43
COC(=O)CNS(=O)(=O)c1ccc(Cl)cc1,i,0.11,62
C=CCN1CC(c2nc3ccccc3n2Cc2ccccc2C)CC1=O (configuration not stated),i,0.13,51
CCOc1ccc(S(=O)(=O)N2CCN(Cc3nc(-c4cccs4)cs3)CC2)cc1,i,0.14,62
COc1ccc(NC(=O)Cn2cc(OC)c(=O)cc2CSc2nnnn2C)cc1,i,0.11,65
Cc1ccc(C(=O)Nc2ccc(N3CCCC3=O)cc2)cc1[N+](=O)[O-],i,0.16,60
O=C(Nc1ccccc1Cl)C1COCC(=O)N1Cc1ccccc1 (configuration not stated),i,0.077,49
CC1Cc2ccccc2N1C(=O)C12CCC(C)(C(=O)C1)C2(C)C (configuration not stated),i,0.04,55
CC(C)c1nnc(C2CCN(C(=O)c3cc(-c4ccco4)on3)CC2)o1,i,0.11,63
CCCN1COc2ccc3c(=O)c(-c4ccc(Cl)cc4)coc3c2C1,i,0.1,55
COc1cccc(NC(=O)Cn2nc3c(=O)n(-c4ccc(Br)cc4)ccn3c2=O)c1,i,0.093,82
COc1cccc(C(=O)Oc2ccc3c(c2)ncn3C)c1OC,i,0.12,55
COc1ccc(S(=O)(=O)CCCC(=O)Nc2nc3ccc([N+](=O)[O-])cc3s2)cc1,+,0.16*,66*
O=C(CCCS(=O)(=O)c1ccccc1)Nc1nc(-c2nc3ccccc3s2)cs1,i,0.11,60
COc1ccc(S(=O)(=O)CCCC(=O)Nc2sc3c(c2C#N)CCCCC3)cc1,i,0.069,60
Cn1nc(C2CCCN(C(=O)NCc3cccs3)C2)n(-c2ccccc2)c1=O (configuration not stated),i,0.091,48
O=C(NCCS(=O)(=O)N1CCN(c2ncccn2)CC1)c1cc(Cl)ccc1Cl,i,0.08,57
C=CCn1c(SCCOc2ccccc2)nc2sc(C)c(C)c2c1=O,i,0.073,40
O=C(c1ccncc1)N1CCC(c2nnc(-c3ccc(F)cc3)o2)CC1,i,0.093,50
Cc1nn(C)cc1CNC(=O)c1ccc2c(c1)OCO2,i,0.098,55
O=C(NCCc1ccccc1)C(=O)Nc1cccc(N2CCCCC2=O)c1,i,0.044,45
COc1ccc(C(C)C)cc1S(=O)(=O)NC1CCCC1,i,0.045,52
O=C(O)C1CCCN(S(=O)(=O)C2CC2)C1 (configuration not stated),i,0.047,52
COc1ccc(CC(=O)NCCOc2cc(C)cc(C)c2)cc1,i,0.071,66
Cc1cccn2c(=O)c3cc(C(=O)NCc4cccnc4)c(=N)n(CCO)c3nc12,i,0.17,54
O=C(CCCS(=O)(=O)c1ccccc1)N(Cc1ccccc1)c1nc2c(F)cccc2s1,i,0.038,52
Cc1nn(C2CCS(=O)(=O)C2)c2nc(-c3ccccc3)cc(C(=O)Nc3ccc4c(c3)OCO4)c12 (configuration not stated),i,0.082,55
Cc1nn(C2CCS(=O)(=O)C2)c2nc(-c3cccs3)cc(C(=O)NCC3CCCO3)c12 (configuration not stated),i,0.12,52
CCN1CCCc2cc(CCNC(=O)C(=O)Nc3ccc(C(C)C)cc3)ccc21,i,0.061,-14
CN(C)C(=O)Cc1ccc(NC(=O)COc2ccc(C(C)(C)C)cc2)cc1,i,0.044,40
COc1ccccc1-c1nnc2ccc(OCCNC(=O)c3ccco3)nn12,i,0.042,34
O=C(CSC(F)(F)C(F)(F)C(F)(F)F)NC1CCS(=O)(=O)C1 (configuration not stated),i,0.092,63
Cc1ccc(OCCn2c(C(C)C)nc3ccccc32)cc1,i,0.071,38
O=C(NCCc1nc2ccccc2n1CCOc1ccccc1)C1CCCCC1,i,0.037,62

# Arranged by the number under GluA2 TARP mod glutamate slope (lowest first): three of the compounds above
SMILES	GluA2 TARP mod glutamate slope
COc1ccccc1-c1nnc2ccc(OCCNC(=O)c3ccco3)nn12	34
Cc1cccn2c(=O)c3cc(C(=O)NCc4cccnc4)c(=N)n(CCO)c3nc12	54
COc1ccc(CC(=O)NCCOc2cc(C)cc(C)c2)cc1	66

# Bioassay records as filed in PubChem BioAssay.
